# TDP1 block: TDP1 (human) enzyme inhibition; AID 485290; Potency, µM (titrated, usually from 130 µM), for inactives: at the top dose activity change, negative = inhibition, actives largely listed as inhibitors; recombinant TDP1, AlphaScreen DNA substrate cleavage; Q9NUW8; hit rate 0.28% among 350,000; also: nearly all actives have a fitted effect of over 40% in size
# Target sequence (Q9NUW8 whole entry, looked up): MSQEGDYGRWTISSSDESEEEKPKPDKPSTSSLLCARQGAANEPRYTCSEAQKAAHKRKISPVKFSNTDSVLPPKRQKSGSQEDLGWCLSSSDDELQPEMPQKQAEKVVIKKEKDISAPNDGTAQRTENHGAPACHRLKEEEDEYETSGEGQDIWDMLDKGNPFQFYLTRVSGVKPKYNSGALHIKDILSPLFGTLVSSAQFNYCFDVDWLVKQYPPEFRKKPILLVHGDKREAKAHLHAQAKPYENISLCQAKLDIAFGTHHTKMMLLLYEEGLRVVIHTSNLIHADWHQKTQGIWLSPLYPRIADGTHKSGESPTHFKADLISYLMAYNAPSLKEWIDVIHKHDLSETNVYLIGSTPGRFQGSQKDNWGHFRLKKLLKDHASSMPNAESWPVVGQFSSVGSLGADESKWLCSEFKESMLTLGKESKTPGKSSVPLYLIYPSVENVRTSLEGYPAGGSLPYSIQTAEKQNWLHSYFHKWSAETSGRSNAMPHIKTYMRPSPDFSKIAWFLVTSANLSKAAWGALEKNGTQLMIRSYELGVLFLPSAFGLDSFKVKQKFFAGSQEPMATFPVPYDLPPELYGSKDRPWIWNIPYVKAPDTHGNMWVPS
#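 Here, a 5' biotin and 3' phosphotyrosine-FITC DNA oligonucleotide reports Tdp1 activity: intact substrate bridges AlphaScreen beads, while cleavage leaves a 3' phosphate and drops signal. All incubations at room temperature.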
# GCN5L2 inh: inhibitors of human GCN5L2 histone acetyltransferase; Q92830; GCN5L2 HAT assay, ThioGlo1 CoA-SH fluorescence; Potency, µM (series often up to 58.9 µM), for the others: at the highest dose activity change, negative = inhibition, usual class: inhibitors; hit rate 0.21% among 390,000; AID 504327
#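 qHTS, 1536-well. 20nM enzyme, pH 7.5 HEPES/EDTA/Tween-20 buffer; 15 min compound preinc., RT. Start: 75uM H3(1-25), 70uM AcCoA, 50uM ThioGlo1. Read Ex340/Em540 at t=0 (autofluorescence flag) and t=20 min.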
# TDP1 cell noCPT: qHTS for Inhibitors of human tyrosyl-DNA phosphodiesterase 1 (TDP1): qHTS in cells in absence of CPT | hit rate 15% among 420,000 | DT40 Tdp1-/- hTDP1 cells, no CPT, ATP luminescence, 48 h | AID 686978, 2013 | Potency, µM (series often up to 46.2 µM), for inactives: top-dose activity change, negative = growth inhibition, actives largely listed as inhibitors; also: nearly all actives have a fitted effect of over 55% in size
#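 Compound effects on proliferation are scored in DT40 Tdp1-/-;hTDP1 cells in the absence of CPT. ATP levels (CellTiter-Glo luminescence) are recorded after a ≥48 hr, 37 °C incubation.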
# The depositor's hits bear a star; ? = inconclusive; . = no result given; & = joins results of further samples; [ ] = dose if it differs, or a comment. Calls follow the shape of the dose curve; as a rule, active = well fitted curve in the direction sought with a large enough effect; inconclusive = small, poorly fitted or top-dose-only effect, or another doubt; inactive = no such curve, though single readings can be large; an effect the other way counts as inactive or inconclusive. % is scaled to controls: 0 for no effect and ±100 for the full control effect; potency is read from the fitted curve at half-maximal effect.
SMILES,TDP1 block,GCN5L2 inh,TDP1 cell noCPT
O=C(Nc1cccc(F)c1)/C(=C/c1ccco1)NC(=O)c1ccco1,1.7%,-21.3%,1.8%
COc1cc(NS(C)(=O)=O)ccc1Nc1c2ccccc2nc2ccccc12,11.6%,-11.7%&0.9%&-14.8%,0.13µM*
CCCn1c(SCC(=O)Nc2cccc(Cl)c2Cl)n[nH]c1=O,1.2%,19.5%,6.7%
Cc1ccc(C#N)c(SCCN2CCCCC2)n1,.,-1.8%,-9.1%
Cc1onc(-c2ccccc2)c1C(=O)NC(=S)Nc1sc2c(c1C#N)CCC(C)C2 (centres undefined),0.0%,-10.3%,?
COc1ccc(CCNC(=O)CCc2c(C)c3ccc(O)c(C)c3oc2=O)cc1,3.7%,-24.4%,?
O=C(N/N=C/C(Cl)=C/c1ccccc1)c1ccccc1F,1.9%,0.3%,?
CCOC(=O)N1CCC(N(CCN(C)C)C(=S)Nc2ccccc2C)CC1,4.2%,7.3%,-14.4%
CN(C)S(=O)(=O)N(CC(=O)Nc1ccccc1F)c1ccccc1,2.2%,-1.5%,-20.0%
O=C(O)CCC/C=C\C[C@@H]1C(/C=C/[C@@H](O)COc2cccc(C(F)(F)F)c2)[C@@H](O)C[C@@H]1O (some centres undefined),4.9%,14.8%,-5.0%[4.12 µM]
Cc1ccc(-c2cn3c(n2)sc2cc(C(=O)NCCCc4ccccc4)ccc23)c(C)c1,5.2%,-12.3%,18.4µM*
C=CCNC(=O)Cn1nc(-c2ccccc2)ccc1=O,2.2%,-7.3%,-10.9%

# Single records, as listed above.
# Cc1ccc(C#N)c(SCCN2CCCCC2)n1 as listed: TDP1 block: .; GCN5L2 inh: -1.8%; TDP1 cell noCPT: -9.1%
# COc1cc(NS(C)(=O)=O)ccc1Nc1c2ccccc2nc2ccccc12 as listed: TDP1 block: 11.6%; GCN5L2 inh: -11.7%&0.9%&-14.8%; TDP1 cell noCPT: 0.13µM*

# The listing picks up, repeating the two entries before the break.
SMILES,TDP1 block,GCN5L2 inh,TDP1 cell noCPT
Cc1ccc(-c2cn3c(n2)sc2cc(C(=O)NCCCc4ccccc4)ccc23)c(C)c1,5.2%,-12.3%,18.4µM*
C=CCNC(=O)Cn1nc(-c2ccccc2)ccc1=O,2.2%,-7.3%,-10.9%
O=C(Nc1nc2ccc(Cl)cc2s1)c1cc(=O)c2ccccc2o1,-2.5%,-24.4%,-7.2%
CCOC(=O)c1ccc(NC(=O)Cn2cnc3cc(C)c(C)cc32)cc1,4.3%,-1.0%,0.517µM*
CN(C)CCCN(C(=O)c1ccc(S(=O)(=O)N(C)C2CCCCC2)cc1)c1nc2ccc(F)cc2s1,5.6%,-4.5%,?
Cc1ccc(C(=O)NNC(=O)Cn2ccc(C(F)(F)F)n2)o1,.,2.7%,-1.6%
C=CCn1c(-c2ccccc2)nc2nc3ccccc3nc21,-6.3%,-15.3%,18.4µM*
CN(C)c1ccc(NC(=O)CSC2=Nc3ccccc3C3=NC(CC(=O)NCc4ccccc4)C(=O)N23)cc1 (centres undefined),9.3%,-25.1%,-11.3%
NNC(=O)c1ccc(COc2cccc3cccnc23)cc1,2.5%,-1.8%,-2.7%
O=C1CCCc2cc(S(=O)(=O)N3CCCC(C(=O)Nc4ccc(F)c(Cl)c4)C3)ccc2N1 (centres undefined),-4.2%,-4.5%,.
Cc1csc(NC(=O)C(C)Oc2ccc(Br)cc2)n1 (centres undefined),.,-5.2%,?
COc1ccc(Nc2ncnc3ccc([N+](=O)[O-])cc23)c(OC)c1,1.3%,-12.8%,-21.0%
C=CCOC(=O)C1=C(C)NC(=O)NC1c1ccc(O)cc1 (centres undefined),.,2.1%,0.2%
O=C(CSc1nnc2scc(-c3ccccc3)n12)N1CCCc2ccccc21,2.4%,3.4%,-12.3%
COc1ccccc1CNC(=O)CCS(=O)(=O)c1ccc2c(c1)CCN2C(C)=O,0.7%&6.2%,-6.6%&-7.3%,-12.8%&16.4%
COc1ccc(CCNC(=O)c2ccc3c(c2)N(Cc2cc(C)ccc2C)C(=O)c2ccccc2S3=O)cc1OC (centres undefined),1.2%,-9.6%,5.8µM*
COc1ccc(Br)cc1/C=N/NC(=O)c1cccc(S(=O)(=O)N2CCOCC2)c1,2.5%,3.7%,-49.8%
O=C(c1cccc(C(F)(F)F)c1)N1CCOc2ccccc21,.,-5.8%,-1.2%
COc1cc2nc(NCCCN3CCN(C)CC3)n3nc(-c4ccccc4)nc3c2cc1OC,.,-24.7%,?
CCOC(=O)C(=O)c1csc(NC(=O)CCSc2ccc(C)cc2)n1,1.2%,-1.2%,17.0%
NC(=O)NC(=O)COC(=O)CCCc1c[nH]c2ccccc12,7.5%,2.0%,3.7%
COc1cc(OC)c(N2CC(C(=O)Nc3cc(Cl)ccc3N3CCOCC3)CC2=O)cc1Cl (centres undefined),0.3%,-1.2%,3.66µM*
O=C1c2ccccc2C(=O)N1CCC#Cc1ccc2cc(C3(O)CCCCC3)oc(=O)c2c1,0.8%,-3.1%,?
O=C(O)C1CC(=O)N(c2ccc(OCc3ccccc3)cc2)C1 (centres undefined),0.0%,-0.5%,-18.6%
CCC(C)NC(=O)CSc1c2c(nc3cc(Cl)ccc13)CCCC2 (centres undefined),1.3%,1.0%,?
Cc1cccc(CN2CCNC2=O)c1,5.8%,-3.3%,-1.0%
CCOc1ccccc1NC(=O)C1CCCN(S(=O)(=O)c2c(C)[nH]c(=O)[nH]c2=O)C1 (centres undefined),1.0%&-2.5%,-2.9%&-12.9%,3.3%&-0.5%
Cc1cc(N/C=C/C(=O)c2ccccc2)ccc1Br,.,-4.8%,-24.4%
CCOC(=O)c1cc(NC(=O)c2ccc(F)cc2)c(=O)n2c1oc1ccccc12,1.1%,-4.5%,.
COc1ccc(C2CC(c3ccccc3)=NN2C(=O)COC(=O)C2CC2)cc1 (centres undefined),7.1%,-7.7%,?
Cc1ccc(NC(=S)Nc2cccc3ccccc23)cc1F,4.8%[56.1 µM],-19.7%,-28.2%
COc1ccccc1NC(=O)Cn1nnc(-c2ccccc2NS(=O)(=O)c2ccccc2)n1,2.6%,-7.9%,18.4µM*
CCS(=O)(=O)c1nc(S(=O)(=O)c2ccc(Cl)cc2)c(N2CCc3ccccc3C2)s1,2.7%,-10.2%,?
CCOC(=O)N1CCC(NC(=O)C2CCCN(Cc3nc(-c4cccc(C)c4)oc3C)C2)CC1 (centres undefined),2.3%,-0.3%,2.59µM*
COc1ccc(NS(=O)(=O)c2ccc(Br)s2)cc1OC,0.0%,2.1%,?
COc1ccc(/C=C(\C#N)C(=O)OCC(=O)NCc2ccco2)cc1,2.2%,-30.0%,2.3%
COc1ccccc1NC(=O)c1ccc(NC(=O)COC(=O)CCC2CCCC2)cc1,-2.7%,-22.4%,17.3%
O=C(Nc1ccc(-c2nc3cc(NC(=O)c4ccc(F)cc4)ccc3o2)cc1)c1ccc(F)cc1,2.8%,-5.9%,-1.6%
Cc1ccnn1CCC(=O)N1CCCC(N2CCN(c3cccc(Cl)c3)CC2)C1 (centres undefined),4.4%,3.0%,?
CSc1ccc(CCNC(=O)c2sc3ncccc3c2-n2cccc2)cc1,5.3%,-9.9%,25.9µM*
CC1CCCN(C(=S)Nc2ccc3nc4n(c(=O)c3c2)CCCCC4)C1 (centres undefined),5.3%,-6.6%,-29.6%
CCOC(=O)c1c(C)[nH]c(C)c1S(=O)(=O)N1CCCC(C(=O)N2CCN(c3cccc(Cl)c3)CC2)C1 (centres undefined),9.3%,-3.3%,20.6µM*
CCc1nnc(NC(=O)C2CC(=O)N(Cc3ccccc3)C2)s1 (centres undefined),-3.5%,3.7%,-3.0%
COc1cccc(CC2(CO)CCCN(Cc3cnn(-c4ccccc4)c3)C2)c1 (centres undefined),2.6%,-3.8%,25.9µM*
CNC(=O)CSc1nnc(-c2ccco2)n1-c1cccc(C)c1C,.,1.1%,-9.5%
O=C(O)C1CCCN1S(=O)(=O)c1ccc(Cl)cc1 (centres undefined),.,-2.2%,6.1%
Cc1ccc2ncc([N+](=O)[O-])n2c1,-2.9%,-5.0%,-4.3%
NC(=O)CN1C(=O)C2C3C=CC(C3)C2C1=O (centres undefined),3.1%,?,-3.2%
CCCN1/C(=C2/SC(=S)N(CC)C2=O)C=Cc2ccccc21,11.8%,-8.1%,?
O=C(Oc1cccnc1)c1ccc(Cl)c(Cl)c1,2.0%,-0.6%,-27.4%
O=C1OCc2ccc(NC(=O)c3ccccc3C(=O)O)cc21,5.0%,2.1%,-0.7%
O=C(CSc1ccc(-c2ccccn2)nn1)N1CCCCC1,0.0%,-9.6%,-6.9%
CCn1c(CNC(=O)c2cccs2)n[nH]c1=S,-7.9%,3.2%,10.4%
O=C(N/N=C/c1ccc(Br)o1)c1cncc(Br)c1,5.4%,-4.3%,14.6%
Cc1ccc(NC(=O)C(C)N2CCCC2)cc1Cl (centres undefined),2.7%,0.5%,-11.7%
CC1CC(C)(C)CC2(C1)NC(=O)N(CC(=O)Nc1nccs1)C2=O (centres undefined),.,0.1%,3.3%
COc1cc(C(=O)N2CCc3ccccc32)cc(OC)c1OC,.,-4.2%,-26.7%
C[C@]12CC[C@@H]3c4ccc(O)cc4CC[C@H]3[C@@H]1CC[C@H]2O,2.0%,-22.9%,.
C/C(=N\N=C1\NC(=O)C(CC(=O)Nc2ccc(C)c(Cl)c2)S1)C(C)C (centres undefined),8.9%,-1.2%,?
CC(=O)NCCc1nc2cc(NS(=O)(=O)c3ccccc3)ccc2n1C,.,6.7%,5.5%
COCCCNC(=O)CCN1N=C(c2ccccc2)CCC1=O,.,2.6%,12.1%
O=C1N[C@@H](Cc2c[nH]c3ccccc23)COC(=O)[C@@H](Cc2ccc(F)cc2)C/C=C\C[C@H]1CC(=O)N(CCO)Cc1ccccc1,4.8%,-11.1%,20.6µM*

# 2 entries drawn at random from those above, as already listed:
SMILES,TDP1 block,GCN5L2 inh,TDP1 cell noCPT
COCCCNC(=O)CCN1N=C(c2ccccc2)CCC1=O,.,2.6%,12.1%
O=C(CSc1ccc(-c2ccccn2)nn1)N1CCCCC1,0.0%,-9.6%,-6.9%

# The list continues:
SMILES,TDP1 block,GCN5L2 inh,TDP1 cell noCPT
CS(=O)(=O)Cc1ccc(C(=O)NCC2(N3CCCCC3)CCCCC2)cc1,9.5%,-5.4%,-16.2%
CC(=O)NC(Cc1ccc(F)cc1)C(=O)NC1CCN(C(=O)NCc2ccccc2)CC1 (centres undefined),.,-1.8%,2.2%
c1ccc(CNc2ncnc3c2ncn3Cc2ccccc2)cc1,-0.2%,.,?
Fc1ccc(Cn2nnnc2CN2CCN(C3CCCCC3)CC2)cc1,0.0%,3.1%,-9.0%
O=C(CCNC(=O)c1ccco1)Nc1ccc(Cl)cc1F,13.8%,-2.5%,-1.7%
CCOC(=O)c1cc2c(=O)n3ccccc3nc2n(CC2CCCO2)c1=NC(=O)c1ccccc1C (centres undefined),5.9%,1.7%,0.3%
COc1ccc([C@H]2OCC3C2CO[C@@H]3c2ccc(OC)c(OC)c2)cc1OC (some centres undefined),11.5%,10.7%,.
COc1ccc(O[C@@H]2O[C@H](COC(C)=O)[C@@H](OC(C)=O)[C@H](OC(C)=O)[C@H]2NC(C)=O)cc1,-2.6%,-3.2%,3.0%
Cc1ccc(SCCNC(=S)Nc2cc(C)cc(C)c2)cc1,6.6%,3.6%,?
C=C/C(C)=C/CC1C(=C)CCC2C(C)(C(=O)O)CCCC12C (centres undefined),.,-4.9%,3.6%
Cc1ccc(C(=O)c2coc3ccc(O)c(CN4CCN(C)CC4)c23)cc1,8.0%,-2.2%,18.4µM*
NS(=O)(=O)c1ccc(NC(=S)Nc2ccc(C(=O)N3CCCCC3)cc2)cc1,0.0%,-1.9%,-29.4%
CCc1cccc2c(C(=O)COC(=O)c3cnc(C)cn3)c[nH]c12,0.6%,4.6%,-11.6%
C[C@H](NC(=O)[C@H]1N2C(=O)c3ccccc3C2SC1(C)C)C(=O)NCC1CCCO1 (some centres undefined),2.4%,-10.6%,29.1%
COc1ccc(NC(=O)c2ccc(S(=O)(=O)N3CCCC3)cc2)cc1OC,0.6%,0.1%,-0.4%
COC(=O)Nc1ccc(S(=O)(=O)N2CCN(C)CC2)cc1,1.9%,-6.8%,-11.1%
O=C1N(Cc2cccnc2)C[C@@H]2C[C@@H](c3cccc(C(F)(F)F)c3)N3CCC[C@@]123,.,-3.5%,5.5%
CCOc1ccc(NC(=O)Nc2ccc(Br)cn2)cc1,2.7%,-4.4%,?
Cc1c(Cl)c([N+](=O)[O-])nn1CC(=O)N1CCCc2ccccc21,3.0%,0.2%,?
Nc1c(C(=O)NCc2ccco2)sc2nc(N3CCOCC3)c3c(c12)CCCC3,8.0%,?,?
CCOc1ccc(CCNC(=O)CCCN2C(=O)c3ccccc3C2=O)cc1OCC,2.1%,?,-20.0%
CCN(CC)S(=O)(=O)c1cccc(NC(=O)CSc2nc3ccccc3[nH]2)c1,-5.5%,-4.8%,16.4µM*

# The list is partial; the hit share may differ from the screen's.
